Screening results (PubChem BioAssay)
WT yeast gro inh: growth inhibition of WT yeast, mitochondrial fusion screen; 190,000 compounds, 2.1% hits; mitochondrial fusion phenotypic screen, WT strain; inhibition, % at 10 µM; AID 1362; in the data active means inhibition above about 58%; tested in S. cerevisiae
human PMI inhibition: inhibitors of human PMI, primary screen, biochemical, fluorescence intensity, coupled assay (AID 1209). purified PMI enzyme, coupled fluorescence intensity; higher % means a stronger effect. one-dose inhibition, % at 20 µM; IC50 in µM for titrated hits. 190,000 compounds, 0.42% hits;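 further: plate controls were DMSO vehicle for no effect and wells lacking substrate for full effect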
PMI inhibition: human PMI inhibitors, high substrate, primary screen, biochemical, fluorescence intensity, high mannose 6-phosphate (AID 1220); 190,000 compounds, 0.66% hits; recombinant PMI enzyme, coupled fluorescence intensity; higher % means a stronger effect; inhibition, % at 20 µM, or IC50 in µM where a hit was titrated
XIAP antagonists: small molecules displacing peptide from XIAP – biochemical, IAP family, fluorescence polarization (AID 1018); XIAP BIR domain, fluorescence polarization peptide displacement; higher % means a stronger effect; 200,000 compounds, 0.007% hits; displacement, % at 20 µM, or IC50 in µM where a hit was titrated; in the data active means displacement above about 50%; further: a part of the inactive calls stands beside numbers as strong as those of hits
Myeloid diff MLP: compounds promoting myeloid differentiation; calls only at 10 µM; 360,000 compounds, 1% hits; ER-HoxA9 myeloid progenitors, lysozyme-GFP differentiation, flow cytometry;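 active means normalized GFP-positive differentiation at or above the plate's own cutoff, the solvent-only control mean plus 3 SD; inconclusive means no clear call, values can overlap the other calls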;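 further: cells exposed to compound for four days before flow analysis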
PhoP inhibition: inhibitors of PhoP regulon expression, primary screen, Salmonella Typhimurium, GFP reporter (AID 1863); inhibition, % at 50 µM; hits with a dose series show IC50 in µM; 300,000 compounds, 0.16% hits; S. Typhimurium PhoP-regulated promoter GFP reporter, 4 h; higher % means a stronger effect;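 active means inhibition over 29.93%, a cutoff 3 SD above the screen mean, later confirmed by dose response; inconclusive means inhibition over 29.93% but no dose response follow-up; inactive means inhibition at most 29.93% or unconfirmed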;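 further: 0% = low Mg2+ inducing control and 100% = high Mg2+ repressing control; strong numbers were not always called active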
RSV antiviral HEp-2: inhibition of RSV-induced cytopathic effect – HEp-2 cells, primary 10 µM value included (AID 2391). HEp-2 cells, RSV-induced CPE inhibition; higher % means a stronger effect. one-dose CPE inhibition, % at 10 µM; IC50 in µM for titrated hits. 310,000 compounds, 0.13% hits; in the data active means a potency from the dose series; inconclusive means CPE inhibition mostly from about 23% at the one dose, without a potency; inactive means the rest, 99 in 100 with CPE inhibition below about 21%; further: strong numbers were not always called active
SIAH1 antagonists: Siah-1 peptide-binding antagonists, primary screen, biochemical, fluorescence polarization, rhodamine-plectin, uHTS (AID 1817) | Siah-1 / rhodamine-plectin peptide fluorescence polarization; higher % means a stronger effect | displacement, % at 20 µM; hits with a dose series show IC50 in µM | 290,000 compounds, 0.02% hits;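 active means displacement of at least 50% at 20 µM, with a fluorescence ratio check between 0.3 and a set limit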;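 further: plate controls were Siah plus tracer with DMSO for no effect and tracer alone without Siah for full effect; strong numbers were not always called active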
TNAP activation fold: human TNAP enzyme activators, primary screen, biochemical, luminescent, no phosphate acceptor, uHTS (AID 1001). 200,000 compounds, 0.03% hits. one-dose activation fold at 20 µM; EC50 in µM for titrated hits. purified TNAP, luminescent activation assay, no phosphate acceptor; higher activation fold means a stronger effect; in the data active means activation fold from about 3, or a potency from the dose series; inactive means the rest, 99 in 100 with activation fold below about 1.6; further: many of its hits are not listed in these tables
WT yeast gro inh mutant strain: also measured in WT yeast gro inh; calls as there; inhibition, %; mitochondrial fusion phenotypic screen, mutant strain inhibition
Myeloid diff MLP GFP+ MAC1+ %: recorded beside Myeloid diff MLP, whose call it bears; GFP+ MAC1+ double positive, %; measured here: differentiation confirmed by MAC1 staining
Numbers without * were called inactive; i = inactive; ? = inconclusive; . = no result given; + = active, no number. Unless noted, no stated cut-off is given here; in the data, active means inhibition above about 50%; inactive means the rest. An unsorted share of the library, and some 3.1% of all compounds hit somewhere here.

mol,WT yeast gro inh,WT yeast gro inh mutant strain,human PMI inhibition,PMI inhibition,XIAP antagonists,Myeloid diff MLP,Myeloid diff MLP GFP+ MAC1+ %,PhoP inhibition,RSV antiviral HEp-2,SIAH1 antagonists,TNAP activation fold
NC(=O)Nc1ccc(Oc2ncc(C(F)(F)F)cc2Cl)cc1,-2,-19,-4%,-1%,-2.5%,i,0.0,3%,0.8%,-1%,1.1
Cc1ccc(S(=O)(=O)NCCSCc2ccccc2)cc1,14,2,8%,5%,-2.0%,i,1.8,-1%,0.8%,0%,1.1
O=C(NCC1CCCO1)C1CCN(S(=O)(=O)c2ccc(Br)cc2)CC1 (stereo unspecified),.,.,.,.,.,i,1.6,6%,-0.1%,1%,.
COC(=O)c1sc(N2C(=O)C(O)=C(C(=O)c3ccc(C)o3)C2c2ccc(F)cc2)nc1C (stereo unspecified),-12,-7,-32%,-76%,-4.3%,i,12,10%,?,2%,1.1
CC(=O)c1cccc(NS(=O)(=O)N2CCCCC2)c1,-5,0,8%,6%,-3.1%,i,1.7,0%,0.6%,-2%,0.9
CCn1c(C)cc(/C=C2\NC(=O)N(Cc3ccc(Cl)cc3)C2=O)c1C,.,.,5%,11%,-0.5%,i,5.0,10%,1.6%,2%,1.1
O=C(NC1CCN(C(=S)Nc2ccc(Cl)cc2)CC1)c1ccco1,.,.,.,.,.,i,5.2,-2%,-0.2%,10%,.
COC(=O)C1C2C=CC3(CN(C4CCCC4)C(=O)C13)O2 (stereo unspecified),-3,-11,-5%,-7%,-2.9%,i,1.7,-5%,2.4%,2%,1.1
CCOc1ccccc1C1C(C(N)=O)=C(C)Nc2nc(-c3ccccc3Cl)nn21 (stereo unspecified),-16,5,3%,0%,0.4%,i,0.6,-21%,1.8%,0%,0.7
Cc1cc(C)c(NS(=O)(=O)c2ccc3c(c2)NC(=O)CC(=O)N3)c(C)c1,-7,16,8%,9%,-5.3%,i,0.3,-8%,2.9%,-2%,1.1
CC1CCN(c2nc3ccccn3c(=O)c2C=O)CC1,0,3,3%,5%,-6.4%,i,3.6,.,3.3%,6%,1.1
Cc1nc(NS(=O)(=O)c2ccc(Br)cc2)c2c3c(sc2n1)CCC3,16,29,1%,-4%,-1.4%,i,0.5,6%,7.6%,-2%,1.1
CCC(CO)NC(=O)c1ccc(-c2nn(C)c(=O)c3ccccc23)cc1 (stereo unspecified),9,11,-8%,-5%,-1.3%,i,1.5,-12%,2.0%,3%,0.9
O=C1NC(=O)/C(=C/c2ccc(O)cc2)S1,-9,-5,-9%,4%,-12%,i,0.2,-10%,1.5%,-1%,1.1
COc1ccc(-n2nc(C(=O)NCC(=O)N3CCC(C(N)=O)CC3)c3ccccc3c2=O)cc1,.,.,.,.,.,i,2.8,-3%,5.1%,-1%,.

Reprinted at random: two compounds from above, in no set order.
mol,WT yeast gro inh,WT yeast gro inh mutant strain,human PMI inhibition,PMI inhibition,XIAP antagonists,Myeloid diff MLP,Myeloid diff MLP GFP+ MAC1+ %,PhoP inhibition,RSV antiviral HEp-2,SIAH1 antagonists,TNAP activation fold
CCC(CO)NC(=O)c1ccc(-c2nn(C)c(=O)c3ccccc23)cc1 (stereo unspecified),9,11,-8%,-5%,-1.3%,i,1.5,-12%,2.0%,3%,0.9
COc1ccc(-n2nc(C(=O)NCC(=O)N3CCC(C(N)=O)CC3)c3ccccc3c2=O)cc1,.,.,.,.,.,i,2.8,-3%,5.1%,-1%,.

Next section.
mol,WT yeast gro inh,WT yeast gro inh mutant strain,human PMI inhibition,PMI inhibition,XIAP antagonists,Myeloid diff MLP,Myeloid diff MLP GFP+ MAC1+ %,PhoP inhibition,RSV antiviral HEp-2,SIAH1 antagonists,TNAP activation fold
O=C(NCCc1c[nH]c2ccccc12)[C@@H]1C[C@H]1[C@@H](NP(=O)(c1ccccc1)c1ccccc1)c1ccccc1,-7,-12,19%,20%,-16%,.,.,-9%,.,-2%,1.3
NC(=O)CSc1nc2ccccc2n1Cc1ccccc1F,6,-11,1%,2%,-1.6%,i,0.4,-13%,0.8%,2%,1.1
CCC(=O)N1CC2(CC(c3cccc(NC(=O)CC(c4ccccc4)c4ccccc4)c3)=NO2)C[C@H]1C(N)=O (stereo partly specified),.,.,.,.,.,i,1.2,0%,-0.8%,-1%,.
COc1ccc(NC(=O)c2ccccc2NC(=O)c2ccco2)cc1,.,.,.,.,.,i,0.5,1%,1.4%,8%,.
CCO/C(C)=N/n1c2nc3ccccc3nc2c2c(=O)n(CC(C)C)c(C)nc21,-4,-3,6%,8%,-0.9%,i,1.2,-1%,1.2%,5%,1
COc1ccc(C(=O)Nc2cccnc2)cc1C(=O)Nc1cccnc1,2,-2,-25%,-35%,-9.4%,i,1.5,4%,-2.8%,-2%,1
Cc1ccc(NC(=O)CNc2ccc(OC(C)C)cc2)c(C)c1,9,-6,7%,32%,0.7%,i,2.3,9%,5.1%,-4%,1.1
CCN(CC1COc2ccccc2O1)C(=S)Nc1ccc(F)cc1 (stereo unspecified),11,2,7%,7%,0.9%,i,0.1,-6%,0.8%,-11%,1.1
O=C(CSc1ccccc1C(=O)O)NCC1CCCCC1,-4,6,-9%,-9%,-3.3%,i,0.8,7%,1.3%,-5%,1
Cc1nc2ccc(NC(=O)c3cccs3)cc2c(=O)n1Cc1ccc(Cl)cc1,-4,10,17%,14%,-0.5%,+,17*,-4%,?,-3%,1
Cc1cc(C)nc(NC(=O)COc2cc(Cl)cc(Cl)c2)n1,9,10,0%,-3%,-1.6%,i,1.8,0%,2.4%,-3%,1.2
O=C(NC(=S)Nc1ccc(CN2CCCCC2)cc1)c1ccco1,-12,9,-2%,-3%,-14%,i,0.3,5%,0.0%,-4%,0.9
CCOC(=O)CSc1nnc(Cn2c(=O)sc3ccccc32)n1C,8,4,4%,-3%,-2.9%,i,2.4,3%,0.5%,0%,1
CCOc1cc(CNCc2ccccn2)cc(Cl)c1OC,-3,-1,2%,-1%,-5.9%,i,1.0,9%,3.8%,7%,1.1
COc1ccccc1N1CCN(S(=O)(=O)c2cccs2)CC1,4,7,10%,5%,-1.3%,i,6.5,4%,0.0%,-2%,1.1

Filtered by structure: those above containing fluorine.
mol,WT yeast gro inh,WT yeast gro inh mutant strain,human PMI inhibition,PMI inhibition,XIAP antagonists,Myeloid diff MLP,Myeloid diff MLP GFP+ MAC1+ %,PhoP inhibition,RSV antiviral HEp-2,SIAH1 antagonists,TNAP activation fold
NC(=O)Nc1ccc(Oc2ncc(C(F)(F)F)cc2Cl)cc1,-2,-19,-4%,-1%,-2.5%,i,0.0,3%,0.8%,-1%,1.1
COC(=O)c1sc(N2C(=O)C(O)=C(C(=O)c3ccc(C)o3)C2c2ccc(F)cc2)nc1C (stereo unspecified),-12,-7,-32%,-76%,-4.3%,i,12,10%,?,2%,1.1
NC(=O)CSc1nc2ccccc2n1Cc1ccccc1F,6,-11,1%,2%,-1.6%,i,0.4,-13%,0.8%,2%,1.1
CCN(CC1COc2ccccc2O1)C(=S)Nc1ccc(F)cc1 (stereo unspecified),11,2,7%,7%,0.9%,i,0.1,-6%,0.8%,-11%,1.1

Further records.
mol,WT yeast gro inh,WT yeast gro inh mutant strain,human PMI inhibition,PMI inhibition,XIAP antagonists,Myeloid diff MLP,Myeloid diff MLP GFP+ MAC1+ %,PhoP inhibition,RSV antiviral HEp-2,SIAH1 antagonists,TNAP activation fold
Cc1cc(OCC(=O)Nc2ccncc2)cc(C)c1Br,74*,65*,7%,2%,0.3%,i,1.1,7%,0.9%,0%,1.1
N#Cc1cccn1-c1nccc(-c2cccs2)n1,16,25,4%,2%,3.2%,i,0.2,9%,12%,4%,1.1
CCOc1ccc(NC(=O)C(=O)NCCN2CCN(S(=O)(=O)c3ccccc3)CC2)cc1,.,.,.,.,.,i,1.9,6%,1.6%,-4%,.
C=CCC(CC=C)(NC(=O)c1ccccc1C(=O)O)c1ccccc1,-11,12,14%,4%,0.1%,i,1.5,-7%,1.1%,8%,1.1
CCc1nnc(NC(=O)CC(=O)Nc2ccccc2C(=O)O)s1,11,7,6%,4%,-1.0%,i,7.6,3%,1.1%,-2%,1.1
Cc1ccc(/C=C(\C#N)C(=O)NCc2ccco2)o1,6,5,-4%,-1%,-6.8%,i,0.2,2%,0.1%,-1%,0.9
Cc1ccc(C(C(=O)NCc2ccccc2)N(Cc2ccco2)C(=O)c2snc(C(N)=O)c2N)o1 (stereo unspecified),.,.,.,.,.,i,1.1,3%,1.4%,0%,.
O=C(CCOc1ccccc1)Nc1ccnn1C1CCN(CCc2ccccc2)CC1,.,.,.,.,.,i,3.1,6%,-1.2%,-8%,.
CCCS(=O)(=O)N1CCN(C(=O)c2cccnc2)CC1,12,5,22%,8%,-9.6%,i,0.5,4%,1.0%,3%,1
O=C(CCN1C(=O)/C(=C/c2ccc(F)cc2)SC1=S)NNC(=O)c1cccnc1,9,5,5%,-2%,-1.7%,i,2.3,8%,1.0%,10%,1.9
O=C(Cc1ncn[nH]1)NCCc1ccccc1,-12,1,7%,16%,-2.8%,i,0.9,-9%,0.7%,-3%,1.1
CCN(CC)S(=O)(=O)c1cc(Br)c(C)cc1OC,10,21,4%,0%,-4.2%,i,0.8,15%,1.1%,4%,1.1
COc1ccc(-c2ccc(C(C)=O)cc2)cc1[C@H]1[C@@H]2C=CCC[C@@]2(C)C(=O)N1Cc1ccccc1,.,.,.,.,.,i,0.6,-1%,-2.7%,2%,.
OCCN1CCN(C(=S)Nc2ccc(SC(F)F)cc2)CC1,-1,-8,-5%,-4%,-7.2%,i,0.4,5%,0.4%,6%,1.1
CCOC(=O)N1CCc2c(sc3c2c(=O)n(-c2ccc(CC)cc2)c(=O)n3CC(=O)NCC2CCCO2)C1 (stereo unspecified),.,.,.,.,.,?,.,5%,-1.8%,-4%,.
Cc1cc2cc3c(cc2nc1SCC(=O)Nc1ccccc1)CCC3,-4,17,-5%,-7%,-0.4%,i,3.0,-5%,1.7%,7%,1.1
CCN(CC)S(=O)(=O)c1ccc2c(c1)c(=O)c(C(=O)N1CCN(c3ccccc3)CC1)cn2C,11,-4,-1%,-3%,-3.8%,i,2.0,6%,4.5%,-1%,1
